TRb SRC2 PPI = disrupts binding of human TR beta to SRC2; TRbeta-SRC2 peptide binding, fluorescence polarization; receptor liganded with 1 µM T3; Potency, µM (series often up to 106 µM), for the others: top-dose activity change, negative = inhibition, most hits filed as inhibitors; AID 1469; P10828; 280,000 compounds, 0.065% hits;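 further: potency means the concentration at half of the fitted maximal effect; plate controls were bound peptide for no effect and peptide without receptor for full effect; nearly all actives have a fitted effect of over 50% in size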
Target sequence (P10828 whole entry, looked up): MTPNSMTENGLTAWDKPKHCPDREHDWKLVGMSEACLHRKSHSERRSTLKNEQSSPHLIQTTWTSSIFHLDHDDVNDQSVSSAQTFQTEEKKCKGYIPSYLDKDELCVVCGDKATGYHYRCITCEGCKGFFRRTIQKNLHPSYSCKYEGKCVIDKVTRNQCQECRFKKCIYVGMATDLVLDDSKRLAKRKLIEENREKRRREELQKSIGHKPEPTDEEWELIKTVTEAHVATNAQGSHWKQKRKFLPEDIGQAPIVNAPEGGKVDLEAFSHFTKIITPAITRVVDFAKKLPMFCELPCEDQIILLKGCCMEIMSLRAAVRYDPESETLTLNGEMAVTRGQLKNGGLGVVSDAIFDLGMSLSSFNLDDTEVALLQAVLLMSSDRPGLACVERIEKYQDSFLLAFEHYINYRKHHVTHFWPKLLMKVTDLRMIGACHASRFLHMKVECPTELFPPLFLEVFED
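Fluorescence polarization of 20 nM Texas Red SRC2 peptide (20-aa NR interaction domain) bound to 0.6 uM human TRb ligand-binding domain, with 1 uM T3, after 5 hr at ambient temperature; inhibition seen as decreased polarization.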
TexasRed fluor = alters Texas Red total fluorescence, flagging assay interference. TRb/SRC2 Texas Red total fluorescence interference. AID 1479. Potency, µM (top dose mostly 106 µM), for the others: at the top dose fluorescence change, negative = quenching. 280,000 compounds, 0.29% hits; active means well fitted curve in either direction with a large enough effect; inconclusive means small, poorly fitted or top-dose-only effect; further: potency means the concentration at half of the fitted maximal effect; on the % scale 0 is the no-effect control and ±100 the full control effect
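Flags fluorescent or light-absorbing compounds by total fluorescence, S + 2P, at 555 nm excitation and 632 nm emission. Mixture: 20 nM Texas Red SRC2 peptide, 0.6 uM human TRb LBD, 1 uM T3, 5% DMSO; compound exposure 5 h at ambient temperature.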
CBFb RUNX1 block = blocks binding between human CBF-beta and RUNX1; AlphaScreen CBFb-His/RUNX1-biotin binding, biochemical; Potency, µM (series often up to 59.8 µM), for inactives: at the highest dose activity, negative = inhibition, hits mostly inhibitors; 230,000 tested, under 10 active; AID 1477; further: % of control where 0% means no effect
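Inhibition was taken as any reduction in AlphaScreen signal from the CBF-beta–RUNX1 pair (His and biotin tags, 30 nM each), measured after compound (15 min) and bead (90 min) incubations at room temperature.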
Epigenetic derep = regulators of epigenetic silencing causing reporter derepression in mouse cells. AID 1865. murine LDR cells, GFP reporter derepression, 30 h. 280,000 compounds, 0.2% hits. Potency, µM (series often up to 53.9 µM), without a hit: at the highest dose GFP activation, hits mostly activators; further: potency means the concentration at half of the fitted maximal effect; % of control where 0% means no effect; nearly all actives have a fitted effect of over 60% in size
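GFP-positive cell count by laser-scanning cytometry (objects 20–120 um) after 30 h, 37 C compound exposure of murine LDR cells; reporter is CMV-GFP integrated at a silenced locus, inducible by HDAC or DNMT inhibitors.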
aGal spleen mod = inhibitors or activators of human alpha-galactosidase in spleen homogenate; human spleen homogenate, 4MU-alpha-Gal fluorescence, 40 min; P06280; Potency, µM (titrated, usually from 80 µM), for inactives: at the highest dose activity change, negative = inhibition, actives largely listed as inhibitors; 240,000 compounds, 0.008% hits; AID 2107;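 further: potency means the concentration at half of the fitted maximal effect; 0% = enzyme with vehicle and -100% = no enzyme basal signal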
Target sequence (P06280 32-429 limits assumed): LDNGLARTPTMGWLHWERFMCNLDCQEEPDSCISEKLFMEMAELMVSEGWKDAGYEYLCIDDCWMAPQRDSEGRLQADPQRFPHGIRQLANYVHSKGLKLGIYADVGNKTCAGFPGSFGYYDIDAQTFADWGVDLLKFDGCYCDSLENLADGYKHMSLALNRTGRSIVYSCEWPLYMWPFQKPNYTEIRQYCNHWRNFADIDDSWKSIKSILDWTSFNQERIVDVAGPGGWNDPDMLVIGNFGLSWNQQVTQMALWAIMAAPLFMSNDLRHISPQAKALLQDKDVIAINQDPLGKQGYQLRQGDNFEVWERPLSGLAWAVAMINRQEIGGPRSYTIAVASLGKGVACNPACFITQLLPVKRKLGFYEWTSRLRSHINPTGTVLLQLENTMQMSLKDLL
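qHTS titration in buffer at pH 5.0. Alpha-galactosidase activity in spleen homogenate was measured via 4-methylumbelliferone release from 1 mM fluorogenic substrate after 40 min at 37C and a pH 10 stop. AC50 came from Hill fits of control-normalized data.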
Tau FP inhib = blocks human tau fibril formation measured by polarization | K18 P301L tau heparin fibrillization, Alexa594 FP, 6 h | Potency, µM (series often up to 57.7 µM), inactives show top-dose activity, negative = inhibition, most hits filed as inhibitors | 280,000 compounds, 0.39% hits | AID 1468; further: potency means the concentration at half of the fitted maximal effect; on the % scale 0 is the no-effect control and ±100 the full control effect; nearly all actives have a fitted effect of over 55% in size
Target sequence (P10636 561-689 P618L limits assumed): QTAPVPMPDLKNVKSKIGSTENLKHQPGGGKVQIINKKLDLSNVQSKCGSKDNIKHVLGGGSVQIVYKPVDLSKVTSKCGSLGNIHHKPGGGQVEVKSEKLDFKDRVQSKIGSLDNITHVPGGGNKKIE
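Human tau K18 […] P301L fragment, 15 uM unlabeled plus 0.24 uM Alexa 594-labeled tau (final), with compound and 20 uM heparin in 100 mM sodium acetate pH 7; 6 hr at 37 C, then Alexa 594 FP read.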
NPSR antagonist = blocks cAMP signaling of the human neuropeptide S receptor; Potency, µM (doses to about 38.3 µM), for the others: top-dose activity change, negative = inhibition, most hits filed as inhibitors; AID 1461; 220,000 compounds, 1% hits; CHO-NPSR cells, cAMP TR-FRET, antagonist mode; Q6W5P4; further: potency means the concentration at half of the fitted maximal effect; on the % scale 0 is the no-effect control and ±100 the full control effect; nearly all actives have a fitted effect of over 50% in size; many of its hits are not listed in these tables
Tau fluor cs = counter-screen for tau fibril formation inhibitors; AID 1463; 280,000 compounds, 0.93% hits; Potency, µM (titrated, usually from 57.7 µM), inactives show at the highest dose activity change, negative = decrease; tau K18 P301L Alexa594 fluorescence, heparin fibrillization; further: potency means the concentration at half of the fitted maximal effect; on the % scale 0 is the no-effect control and ±100 the full control effect; nearly all actives have a fitted effect of over 55% in size
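Human tau K18 P301L (15 uM unlabeled, 0.24 uM Alexa 594-labeled) in 100 mM sodium acetate pH 7 with 20 uM heparin, 6 hr at 37 C. ThT 30 uM added, 1 hr ambient; Alexa 594 FP and total fluorescence read at 555/632 nm.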
* marks the source's active call; other numbers are inactive results; u = inconclusive; x = no result given; [ ] = dose if it differs, or a comment. Unless noted, the call rests on the fitted dose curve; in most records, active means well fitted curve in the direction sought with a large enough effect; inconclusive means small, poorly fitted or top-dose-only effect, or another doubt; inactive means no such curve, though single readings can be large; an effect the other way counts as inactive or inconclusive. The list is partial. The share of hits here may be higher or lower than overall.

SMILES | TRb SRC2 PPI | TexasRed fluor | CBFb RUNX1 block | Epigenetic derep | aGal spleen mod | Tau FP inhib | NPSR antagonist | Tau fluor cs
Cc1cc(C)nc(/N=C(\N)Nc2ccc(OCc3ccccc3)cc2)n1 | -2% | -3% | 11% | 0.0% | 7% | 13% | u | 11%
C=CCC(Nc1ccccc1)c1ccc(OC)c(OC)c1 (stereo not given) | -1% | -4% | 8% | 0.1% | 12% | 2% | -1% | -11%
CCc1ccc(Cn2nnc3c(=O)[nH]c(C4CCCN(C(=O)c5cccc(Cl)c5)C4)nc32)cc1 (stereo not given) | 4% | -2% | x | 0.4% | x | -3% | x | -7%
CCOc1ccc(NC(=O)Cn2c(C)ccc(C#N)c2=O)cc1 | 10% | -15% | x | -1.8% | x | -10% | x | -6%
COC(=O)c1ccc(OCCN2C3=NCCN3c3ccccc32)cc1 | 3% | 1% | 2% | 1.0% | -11% | 0% | -5%[46.1 µM] | 6%
S=c1nc(C2CCCCC2)[nH]c2ccccc12 | 4% | -2% | 8% | 1.1% | -4% | 0% | 6% | 1%
CC1CCCCN1C(=O)CSc1nnc(-c2cccnc2)n1C1CCCCC1 (stereo not given) | -6% | -5% | 7% | -0.8% | 3% | 6% | 12%[46.1 µM] | 5%
N#Cc1c(NC(=O)c2cc([N+](=O)[O-])ccc2N2CCOCC2)sc2c1CCCC2 | 7% | -1% | 1% | 1.1% | -3% | 6% | -6% | 1%
CCOc1ccc(NC(=O)c2cc(C)nc3c2c(C)nn3-c2cccc(F)c2)cc1 | 3% | -1% | x | 0.8% | x | -14% | x | -25%
CN(C(=S)Nc1ccccc1)c1ccccc1 | -3% | -1% | 10% | 4.8% | 2% | 1% | 11% | 5%
O=C(/C=C/Nc1ccccc1C(F)(F)F)c1ccco1 | -4% | -1% | -6% | 3.5% | -1% | 0% | -4% | -8%
Cc1cc(NC(=O)C(C)SCC(=O)O)no1 (stereo not given) | 0% | -1% | 18% | -1.4% | -7% | 0% | 8% | -1%
COc1ccccc1-c1c(C)nn2c(N3CCN(Cc4ccccc4)CC3)cc(C)nc12 | -4% | 0% | -3% | -1.5% | 1% | 13% | -22%[46.1 µM] | -22%
C=CCn1c(O)c(C2=c3ccccc3=NC2=O)s/c1=N/c1nccs1 | -7% | -6% | -1% | 1.0% | 4% | u | -12%[46.1 µM] | u
CCOC(=O)C1CCN(C(=O)COc2ccc(Cl)cc2C)CC1 | -8% | -4% | 5% | -0.8% | 11% | 2% | -6%[46.1 µM] | -8%
Cc1cc(C)nc(NS(=O)(=O)c2ccc(NC(=O)COc3ccc(Cl)cc3C)cc2)n1 | 2% | -2% | x | -1.0% | x | 0% | x | -23%
CCN(CC)C(=O)c1oc2ccc(S(=O)(=O)N3CCCCCC3)cc2c1C | 2% | 1% | 0% | -1.0% | 0% | u | u | -3%
C/C(=N\NS(=O)(=O)c1cccc([N+](=O)[O-])c1)c1cc2ccccc2o1 | 4% | 0% | -2% | 0.8% | -3% | -1% | -17%[46.1 µM] | -25%
COc1cccc(OCCOc2cccc(/C=N/n3cnnc3)c2)c1 | -10% | -4% | 2% | -0.9% | -1% | -1% | 8%[46.1 µM] | -18%
CCCc1cc(-c2n[nH]c(C(=O)OCC)c2-c2cscn2)c(O)cc1O | 2% | 1% | 0% | -2.8% | -1% | 14% | -19%[46.1 µM] | u
Cc1ccc(-c2cc(C(=O)Nc3cc(C(=O)O)ccc3C)c3ccccc3n2)cc1 | 3% | -1% | -1% | 3.9% | -2% | 6% | -29% | -5%
Nc1ccccc1-c1n[nH]c(=S)s1 | -11% | -2% | 1% | -1.5% | 8% | 6% | u | -7%
Cn1nc(CC(=O)Nc2ccc3c(c2)OCCO3)c2ccccc2c1=O | -9% | 1% | 3% | -0.8% | -4% | 6% | -2%[46.1 µM] | 1%
CS(=O)(=O)N(CC(=O)N1CCC(C(N)=O)CC1)c1ccc(Cl)c(C(F)(F)F)c1 | -7% | -1% | 3% | -1.5% | 9% | 0% | 10%[46.1 µM] | -1%
CCOC(=O)c1cc(-c2csc(-c3ccc(C(C)(C)C)cc3)n2)on1 | -3% | -2% | 2% | 0.5% | -4% | -1% | 47% | -17%
(next part)
SMILES | TRb SRC2 PPI | TexasRed fluor | CBFb RUNX1 block | Epigenetic derep | aGal spleen mod | Tau FP inhib | NPSR antagonist | Tau fluor cs
N=C1CCCN1CC(=O)c1cccs1 | -1% | 1% | -1% | 0.5% | -15% | -16% | 19% | 0%
CC(C)NC(=S)NN=C1CCCCCCCCCCC1 | -3% | -7% | 0% | u | -3% | 12% | u | -3%
CCc1cc(SC#N)ccc1N | -2% | -1% | -8% | -5.7% | 4% | u | 1% | -18%
Cc1cc(/C=N/NC(=O)c2c(Br)cnn2C)c(C)n1-c1cccc(Br)c1 | -5% | 0% | u | -7.9% | -1% | 7% | -50% | -7%
NNC(=O)Cc1csc(-c2ccccc2)n1 | 3% | 0% | -3% | -1.6% | -4% | 0% | -21% | 10%
CCOC(=O)/C=C1\SCC(=O)N1CC(=O)N1CCOCC1 | 4% | -5% | 12% | 0.0% | 4% | -5% | 1% | -6%
CCCc1cc(=O)[nH]c(SCC(=O)N2N=C(c3ccc(Cl)cc3)CC2c2ccco2)n1 (stereo not given) | -1% | -1% | -4% | 4.1% | 7% | 7% | -28% | 2%
CCOC(=O)c1c(C)n(C)c2cc(-c3ccc(F)cc3)c(O)cc12 | -3% | -5% | -1% | -0.9% | -5% | 3% | -8%[46.1 µM] | -12%
CC(Nc1cc(=O)n(C)c(=O)n1C)c1ccccc1 (stereo not given) | -10% | -3% | 1% | -1.0% | 2% | 2% | 19% | -2%
C#CC(C)(CC)NC(=O)Cn1nnc(-c2ccc(S(C)(=O)=O)cc2)n1 (stereo not given) | -6% | 0% | 2% | -0.1% | 10% | 0% | -2%[46.1 µM] | -7%
O=C(O)CCN(Cc1ccccc1)S(=O)(=O)c1c(Cl)cccc1Cl | 4% | 2% | -5% | -0.5% | -1% | 5% | -18% | 8%
COc1ccc(-n2nc3c(N)n[nH]c3cc2=O)cc1 | 1% | -1% | -9% | -1.9% | 2% | -1% | -14% | -11%
CCCNS(=O)(=O)c1ccc(OCC(=O)NCc2ccc3c(c2)OCO3)cc1 | -1% | 0% | 4% | -1.1% | 5% | -4% | -16%[46.1 µM] | -9%
COC(=O)c1cccc(NC(=O)/C(=C\c2ccccc2)NC(=O)c2ccccc2Cl)c1 | 0% | -7% | 2% | -1.0% | 0% | -1% | -16%[46.1 µM] | -16%
C/C(=N\NC(=O)C1CC1(c1ccccc1)c1ccccc1)c1cccc([N+](=O)[O-])c1 (stereo not given) | 3% | 0% | 8% | 1.0% | -1% | -2% | -37% | -14%
Cn1cc(Cl)c(C(=O)NNC(=S)NC2CCCCC2)n1 | -5% | -9% | -20% | 1.1% | -5% | 0% | 8% | -9%
CC1CCCC(C)N1C(=O)COC(=O)c1ccc2c(c1)OCO2 (stereo not given) | -2% | 2% | -18% | -1.7% | -7% | 1% | -4%[46.1 µM] | 0%
Cc1ccccc1C(=O)NC1CCN(CC(=O)Nc2ccc3c(c2)OCO3)CC1 | -10% | -1% | -3% | -2.2% | 2% | -7% | 2% | -5%
CCCCC(CCC(=O)Nc1nccs1)C(=O)O (stereo not given) | -4% | 0% | -2% | 0.0% | -2% | 2% | -9%[46.1 µM] | -8%
CCC(C)n1ncn(-c2ccc(N3CCN(c4ccc(OC)cc4)CC3)cc2)c1=O (stereo not given) | 9% | -8% | -5% | 0.0% | 7% | 12% | 6% | 17%
COc1cc(N/N=C(\C)c2ccc(O)c(C)c2)nc(-c2ccccc2)n1 | 3% | -1% | -1% | 16% | -5% | u | u | 8.9µM*[quencher]
CC(=O)Nc1ccc(NC(=O)c2ccc(NS(=O)(=O)c3cc(C(C)(C)C)cc(C)c3C)cc2)cc1 | -2% | 0% | -16% | 4.5% | 3% | u | -30% | u
CC(=O)Oc1oc(-c2ccccc2)nc1C=Nc1ccccc1 | 0% | 0% | 3% | 1.7% | 1% | u | 4%[46.1 µM] | -24%
FC(F)(F)c1ccc(/C=N/N2CCN(Cc3cccc4ccccc34)CC2)cc1 | -12% | -3% | -1% | -2.3% | -2% | 6% | -4%[46.1 µM] | -10%
Nc1ncc(-c2ccc([N+](=O)[O-])cc2)cn1 | 9% | 10% | -2% | 0.0% | -1% | 1% | 22% | -3%
O=C(Nc1nccs1)C1CCCN(S(=O)(=O)c2cccnc2)C1 (stereo not given) | -20% | 0% | -1% | 0.5% | 4% | 1% | -2%[46.1 µM] | -1%
Cc1cc(NC(=O)CCCn2cnc([N+](=O)[O-])n2)no1 | 1% | -1% | 8% | 4.7% | 0% | -1% | 19% | 6%
O=C(CCCc1nc(-c2ccccc2Cl)no1)NC1CCCCC1 | -3% | -1% | 8% | 0.0% | 1% | -1% | -13%[46.1 µM] | -6%
CCCCN(CC)CCNC(=O)Cn1cnc2sc(C)c(S(=O)(=O)N3CCOCC3)c2c1=O | -12% | -7% | -4% | 0.0% | -10% | -4% | -3%[46.1 µM] | 0%
